FXN GAA850 act = FXN promoter activators, primary screen, cell-based, luciferase luminescence, HEK293 lucGAA850. activation, % at 6 µM. HEK293 lucGAA850 FXN promoter luciferase reporter, 24 h; percent of 10 µM SAHA response. hit rate 0.56% among 360,000;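 active = activation above the average of all compounds screened plus 3 SD, cutoff fixed separately per campaign, cut at about 7.5% in these data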;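 note: 0% = DMSO wells and 100% = 10 µM SAHA wells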
ADAM10 inh = human ADAM10 inhibitors, primary screen, biochemical, QFRET, HTS. Disintegrin and metalloproteinase domain-containing protein 10 (Homo sapiens), O14672. recombinant ADAM10, EDANS/DABCYL FRET peptide cleavage, 3 h. inhibition, % at 7 µM. hit rate 0.62% among 370,000. AID 720582, 2013;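 active = inhibition above a per-campaign cutoff equal to the mean of compounds falling between control-based bounds plus 3 SD, cut at about 20% in these data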;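 note: 0% = DMSO wells while the 100% control is not disclosed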
ARFGAP1 inh = inhibitors of rat ARFGAP1 GAP activity, primary screen, biochemical, fluorescence polarization, GDP tracer. inhibition, % at 16.5 µM. AID 651572, 2012. Arfgap1-stimulated ARF1 GTP hydrolysis, GDP FP detection. hit rate 0.26% among 360,000;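 active = inhibition above a per-plate limit, mean inhibition of low control wells plus 3 SD, cut at about 25% in these data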;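 note: 0% = DMSO wells with enzyme and 100% = wells lacking Arfgap1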
Target sequence (Q62848 1-136 limits assumed): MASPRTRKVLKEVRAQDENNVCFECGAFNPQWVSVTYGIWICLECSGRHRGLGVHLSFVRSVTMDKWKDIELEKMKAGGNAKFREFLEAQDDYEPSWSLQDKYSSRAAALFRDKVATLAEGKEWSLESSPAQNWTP
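Assay system: purified rat His6-Arfgap1 residues 1-136 (GAP domain); Reagent: human Δ17 ARF1 bound to GTP; Dosing: 16.5 µM single point, 1.26% DMSO; Times: GTP hydrolysis reaction 2 h at 25 °C; Signal: FP, GDP Alexa 633 tracer displaced from anti-GDP antibody, 620/688 nm; Measure: % inhibition from polarization.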
NPR2 activator = human GC-B receptor activators, primary screen, HEK293 GC-B cells, cGMP TR-FRET, EC30 CNP | hit rate 0.11% among 370,000 | AID 1920062, 2024 | activation, % at 10 µM | Atrial natriuretic peptide receptor 2 (Homo sapiens), P20594 | 0% at EC30 CNP, 100% saturating CNP;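 active = activation at 10 µM reaching about 35% in either raw or pattern-adjusted values, limit read from the data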
proKLK7 act = proKLK7 zymogen activators, primary screen, biochemical, fluorescence intensity. hit rate 0.9% among 370,000. activation, % at 7 µM. Kallikrein-7 (Homo sapiens), P49862. AID 652039, 2013. purified proKLK7, EDANS-DABCYL substrate fluorescence; 100% is mature enzyme control, 0% vehicle;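 active = activation above the mean of all tested compounds plus 3 SD, computed per campaign excluding outliers beyond control limits, cut at about 13% in these data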
Target sequence (P49862 whole entry, looked up): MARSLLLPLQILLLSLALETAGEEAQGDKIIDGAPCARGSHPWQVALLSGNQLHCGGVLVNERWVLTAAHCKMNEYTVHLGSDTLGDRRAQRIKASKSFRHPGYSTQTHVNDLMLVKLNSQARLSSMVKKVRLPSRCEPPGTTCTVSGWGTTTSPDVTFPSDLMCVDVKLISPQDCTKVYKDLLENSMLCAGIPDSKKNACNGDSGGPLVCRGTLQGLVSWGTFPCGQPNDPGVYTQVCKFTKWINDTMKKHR
ASAP1 inh = inhibitors of human ASAP1 ArfGAP activity, primary screen, biochemical, fluorescence polarization. ASAP1-stimulated ARF1 GTP hydrolysis, GDP FP detection. AID 624377, 2012. hit rate 0.19% among 360,000. inhibition, % at 16.5 µM. Arf-GAP with SH3 domain, ANK repeat and PH domain-containing protein 1 (Homo sapiens), …; in the data active = inhibition above about 25%;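 note: 0% = vehicle with enzyme and substrate and 100% = no enzyme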
Target sequence (Q9ULH1 325-724 limits assumed): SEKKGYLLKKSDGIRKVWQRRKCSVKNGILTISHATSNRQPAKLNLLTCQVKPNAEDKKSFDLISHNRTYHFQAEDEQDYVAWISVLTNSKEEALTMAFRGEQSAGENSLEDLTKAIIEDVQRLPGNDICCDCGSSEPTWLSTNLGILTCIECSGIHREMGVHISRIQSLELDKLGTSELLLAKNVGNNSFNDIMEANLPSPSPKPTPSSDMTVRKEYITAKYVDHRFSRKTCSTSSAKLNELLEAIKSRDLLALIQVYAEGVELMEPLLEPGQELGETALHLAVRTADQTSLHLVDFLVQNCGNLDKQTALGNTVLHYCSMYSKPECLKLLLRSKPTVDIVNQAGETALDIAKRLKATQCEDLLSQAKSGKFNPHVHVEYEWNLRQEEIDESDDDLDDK
Tn6 DDE FP = inhibitors of Tn6 peptide binding to fibrin DD(E), primary screen, biochemical, fluorescence polarization, human fibrin, Tn6 probe; Fibrin DD(E) TRITC-Tn6 fluorescence polarization displacement; inhibition, % at 8.3 µM; hit rate 0.21% among 370,000; AID 720509, 2013;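 active = inhibition above a per-campaign cutoff: mean of compounds within control limits plus 3 SD, cut at about 15% in these data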;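 note: 0% = median of all compound wells on the plate and 100% = blocking peptide control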
GC-A act = GC-A stimulated cGMP production enhancers – HEK293 GC-A cells, cGMP TR-FRET, EC30 ANP, primary screen; activation, % at 10 µM; Atrial natriuretic peptide receptor 1 (Homo sapiens), P16066; 0% at EC30 ANP, 100% saturating ANP; hit rate 0.14% among 370,000; in the data active = activation above about 40%
rCAG binder = binders of r(CAG) RNA repeats, primary screen, biochemical, fluorescence; r(CAG) RNA repeat, TO-PRO-1 dye displacement fluorescence; inhibition, % at 3 µM; hit rate 1.3% among 370,000; AID 651821, 2012;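 active = inhibition above the plate cutoff, the mean of all test compounds on that plate plus 3 SD, cut at about 35% in these data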;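 note: 0% = DMSO alone and 100% = 100 µM mitoxantrone as full dye displacement; higher means more dye released from RNA so lower well fluorescence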
HGIII-sPLA2 inh = human group III sPLA2 inhibitors, primary screen, biochemical, QFRET, BODIPY PC-A2 liposome substrate; hit rate 0.56% among 370,000; QFRET BODIPY PC-A2 liposome hydrolysis, fluorescence; AID 743126, 2013; inhibition, % at 12.2 µM; Group 3 secretory phospholipase A2 (Homo sapiens), Q9NZ20;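 active = inhibition above mean plus 3 SD of compounds lying within the high and low control bounds, cut at about 19% in these data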;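 note: 0% = median of test compound wells and 100% = no enzyme DMSO wells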
* marks the source's active call; other numbers are inactive results; i = inactive; x = not tested or not shown.

SMILES	FXN GAA850 act	ADAM10 inh	ARFGAP1 inh	NPR2 activator	proKLK7 act	ASAP1 inh	Tn6 DDE FP	GC-A act	rCAG binder	HGIII-sPLA2 inh
CCO/C=C/C(O)(CNC(=O)COc1ccccc1F)C(F)(F)F (stereo not drawn)	-0.3	-2	-8	-4	0.7	-18	-8	-4	-2	3
Cc1cc(Cl)c(S(=O)(=O)Nc2ccc3c(c2)OCCO3)cc1OCC(N)=O	-7.5	9	-7	-6	-0.1	-11	-1	-2	-3	-5
CC1CCCC(NC(=O)CN(C)S(=O)(=O)c2cccc3cccnc23)C1C (stereo not drawn)	0.7	-8	6	-2	-0.2	-1	2	-3	-2	5
CCOC(=O)c1c(C)c(C(=O)OCC)n(C)c1C	4.0	2	-2	3	-0.4	-12	-6	-7	-6	0
O=C(NCCc1ccccc1)c1cccc(NC(=O)c2ccccc2)c1	2.0	0	1	-6	0.1	5	4	3	1	-4
O=C(/C=C(\Nc1cc(Cl)c(F)c(Cl)c1)c1ccccc1)c1ccccc1	x	-14	-1	-4	-0.3	-4	3	5	1	15
Cc1cc(C)nc(NC(=O)c2ccc(Cl)c(Cl)c2)n1	-1.2	7	-2	-5	0.2	-21	-3	1	-3	-1
CC1=C(C(=O)N(C(C)C)C(C)C)CC(CC(=O)NCc2cccc3ccccc23)C(=O)N1CCC1=CCCCC1 (stereo not drawn)	x	5	7	1	0.2	-1	-8	-1	2	-15
O=C(CN1C(=O)c2ccccc2S1(=O)=O)NC1CCCC1	-3.3	3	2	0	-0.2	-12	-2	-1	2	0
CC(C)OC(=O)CSc1nnc(Cc2ccccc2)n1C	1.6	-5	7	1	-0.2	-13	3	-3	-4	10
CC(C)c1ccc(NC(=S)NN2CCN(C)CC2)cc1	-2.7	-2	1	1	-0.4	6	1	-1	-2	3
COc1ccc(-c2coc3cc(O)ccc3c2=O)cc1	-0.3	-446	13	-3	-7.3	2	3	4	3	-3

In a second layout: two of the compounds above
O=C(/C=C(\Nc1cc(Cl)c(F)c(Cl)c1)c1ccccc1)c1ccccc1
  FXN GAA850 act = x	ADAM10 inh = -14	ARFGAP1 inh = -1	NPR2 activator = -4	proKLK7 act = -0.3	ASAP1 inh = -4	Tn6 DDE FP = 3	GC-A act = 5	rCAG binder = 1	HGIII-sPLA2 inh = 15

Cc1cc(C)nc(NC(=O)c2ccc(Cl)c(Cl)c2)n1
  FXN GAA850 act = -1.2	ADAM10 inh = 7	ARFGAP1 inh = -2	NPR2 activator = -5	proKLK7 act = 0.2	ASAP1 inh = -21	Tn6 DDE FP = -3	GC-A act = 1	rCAG binder = -3	HGIII-sPLA2 inh = -1

Next records follow:
SMILES	FXN GAA850 act	ADAM10 inh	ARFGAP1 inh	NPR2 activator	proKLK7 act	ASAP1 inh	Tn6 DDE FP	GC-A act	rCAG binder	HGIII-sPLA2 inh
CCc1cccc(CC)c1N(COC)C(=O)Cn1c(CO)nc2ccccc21	-1.1	3	-11	-1	0.4	-2	-2	-5	-6	-5
COc1ccc(C(=O)n2nnc3ccccc32)cc1OC	1.9	3	9	5	-0.8	-2	6	4	3	1
Cc1ccc(NC(=O)CN(C2=NC3CS(=O)(=O)CC3S2)c2ccccc2)cc1 (stereo not drawn)	-1.2	-8	4	-1	0.2	-3	-3	0	0	7
Cc1ccc(NC(=O)C(C)N=C2NS(=O)(=O)c3ccccc32)cc1 (stereo not drawn)	1.4	-4	-4	3	1.0	3	-7	0	0	0
O=C(NCc1ccc(F)cc1)C1CCCN1C(=O)Nc1ccccc1 (stereo not drawn)	-0.7	-2	0	2	0.3	1	2	0	2	-4
COc1ccccc1-c1nnc(NC(=O)c2ccccc2F)o1	1.7	-11	-7	3	-0.4	-1	0	2	2	-1
COc1ccc(OCC(O)Cn2c(Br)nc3c2c(=O)[nH]c(=O)n3C)cc1 (stereo not drawn)	0.0	-20	-9	2	1.0	-2	-9	-2	-1	-5
O=C(NCc1ccccn1)C(=O)NCC(c1ccco1)N1CCN(c2ccc(F)cc2)CC1 (stereo not drawn)	0.9	5	0	3	0.0	5	-4	3	-6	-4
C[C@@H]1CCCCO[C@@H](CN(C)Cc2ccc3c(c2)OCO3)[C@@H](C)CN([C@H](C)CO)C(=O)c2cc(NS(=O)(=O)c3ccccc3)ccc2O1	-5.8	11	12	1	0.2	-3	1	1	5	-14
Cc1cccc(C(=O)NCCN2CCCC2)c1	-1.4	-2	6	3	-0.8	7	-2	-1	-1	4
COC(=O)c1ccc(N2NC(=O)/C(=C/c3ccc(-c4ccc(Cl)c(C(=O)O)c4)o3)C2=O)cc1	-0.5	-10	-1	1	0.5	-4	5	-1	41*	-7
O=C(CSc1ccc(-c2ccco2)nn1)N1CCCC1	2.0	-20	7	5	1.5	-4	-4	-1	2	-1
CCCN(CC(=O)Nc1ccc(F)c(F)c1F)CC(=O)Nc1c(C)n(C)n(-c2ccccc2)c1=O	-0.3	-5	-10	0	-0.3	2	-4	0	-4	-3
COc1cccc(C2C(C(C)=O)=C(O)C(=O)N2CCc2c[nH]c3ccccc23)c1 (stereo not drawn)	0.9	4	-15	-5	0.5	13	-6	-1	15	-13
COc1cc2c(cc1OC)C(c1ccccc1F)OC(=O)C2 (stereo not drawn)	2.2	-9	6	-1	0.4	-9	3	3	2	-20
CC(=O)c1ccc(N2CCN(C(=O)CN(C)S(=O)(=O)c3cnc[nH]3)CC2)cc1	-1.5	-9	6	x	-0.3	-4	-8	x	-3	1
O=C(Nc1nc(Cc2ccccc2)c(-c2ccccc2)n1Cc1ccccc1)c1ccccc1	x	-18	x	-7	-7.2	x	4	-4	9	20*
COc1ccc(C(CNC(=O)Cc2ccccc2F)N2CCCCC2)cc1 (stereo not drawn)	2.3	2	1	-5	-0.8	8	-5	-8	-3	3
CCCCC(CCC(=O)O)(C(=O)OCC)c1csc(Nc2ccc(C)cc2)n1 (stereo not drawn)	-1.9	5	8	-3	0.2	-1	-1	-3	31	-31
Cc1cc(C)c(C)c(S(=O)(=O)ON2C(=O)c3ccccc3C2=O)c1C	1.8	-131	1	47*	-0.7	4	3	42*	2	-1
CSc1nc2ccc(NC(=O)c3ccc(Cl)s3)cc2s1	5.7	1	2	-17	0.4	11	4	-8	6	9
C#Cc1ccc(NC(=O)C2(C)CCN2C(=O)CC(c2ccccc2)c2ccccc2)cc1 (stereo not drawn)	0.6	12	-6	-6	0.1	7	-2	-5	6	12
Cc1cc(C)c(-c2c(O)c3c(n(C)c2=O)CC(C)(C)CC3=O)c(C)c1	0.4	-3	10	1	-0.3	8	9	5	-3	21*
COc1ccccc1C(=O)NC(CCSC)C(=O)NCC(c1cccs1)N(C)C (stereo not drawn)	0.1	-9	7	-9	-0.2	7	3	-3	-7	8
CCOP(=O)(OCC)C(NC(C)=O)C(=O)c1ccccc1 (stereo not drawn)	1.1	-1	4	0	0.0	-3	1	1	0	7
O=C(Nc1ccc(C(=O)NCCCN2CCCCC2)cc1)C1=CSCCO1	-2.8	4	-7	1	-0.1	7	-3	-1	0	4
COc1ccc(CCC(=O)N2CCN(S(=O)(=O)c3cccc(C(F)(F)F)c3)CC2)cc1OC	1.0	5	-3	1	-0.3	0	-3	3	-4	-7
O=C(CCCNC(=O)c1ccc(Cl)cc1)Nc1ccc(Br)cc1	3.6	4	7	-5	0.0	-1	-3	-7	3	-9
COc1ccc(-c2cc(CNS(=O)(=O)c3cc(OC)ccc3OC)on2)cc1	-0.7	0	3	-6	-0.3	5	-1	-5	-3	-6
COc1ccc(CNC(=O)CNS(=O)(=O)c2ccc(Cl)cc2)cc1	1.9	2	7	-4	-0.7	9	-3	6	-2	4
CCOC(=O)N1CCC(N2C(=O)c3ccc(C(=O)NCc4ccco4)cc3C2=O)CC1	0.9	-7	11	1	0.2	14	1	-2	-1	-4
O=C(Nc1ccc(Cl)cc1)C1CCCN(c2cnccn2)C1 (stereo not drawn)	-0.6	-52	-10	0	0.9	2	4	-3	0	-8
CC(=O)c1ccc2c(c1)CCN2	3.4	-13	-4	-3	0.9	-8	2	2	2	8
Cc1ccc(CSCC(N)C(=O)O)cc1 (stereo not drawn)	x	7	9	-4	0.2	6	-7	1	5	-5
Cc1cc(C)c2oc(C(=O)N(Cc3ccccc3)c3ccccn3)cc(=O)c2c1	-1.7	-6	-8	-10	0.2	3	-1	-2	-3	1
Cc1nc(Nc2ccccc2F)c2nnn(Cc3ccccc3Cl)c2n1	0.7	-6	0	-3	0.2	7	12	2	0	-1
CC(=O)c1ccc(Nc2cc(C)nc3ccccc23)cc1	-3.8	5	1	-10	-0.8	4	-2	-3	1	-5
CCCCn1c(SCC(=O)NCc2ccco2)nnc1-c1ccoc1C	1.8	0	-10	1	0.5	7	5	-1	4	-13
Cn1c(=O)c(C(=O)c2ccc(S(C)(=O)=O)c(Cl)c2Cl)c(O)c2ccccc21	0.0	8	-8	3	0.5	5	3	4	4	-4
CCOC(=O)N1CCN(Cc2nnc(-c3ccccc3C)o2)CC1	3.5	3	16	6	0.5	8	-7	1	-7	9
Cc1ccccc1Nc1nc2ccccc2s1	3.8	11	7	-2	0.2	5	-10	1	2	1
Nc1nc(NCc2ccco2)nc(N2CCOCC2)c1[N+](=O)[O-]	3.8	3	-5	-4	-0.4	6	-10	5	0	14
Cc1ccc(Cn2ncc3c(N4CCCC4)ncnc32)cc1	0.6	0	-5	-1	-0.1	0	2	7	-2	-5
O=C(Nc1nccs1)C1CCCN1S(=O)(=O)c1ccc(F)cc1 (stereo not drawn)	-1.2	3	7	-2	-0.2	10	10	1	2	-1
CC(=O)c1ccc(NC(=O)CCNS(=O)(=O)c2cc(Br)cnc2N)cc1	-2.3	-15	9	-5	-0.3	-3	-3	-4	7	-24
Cc1oc2ccc(OS(C)(=O)=O)cc2c1C(=O)OC(C)C	1.4	-7	10	2	-0.6	-4	-1	3	-3	4
CC(=O)Oc1ccccc1C(=O)Nc1ccccc1	3.7	-29	3	1	2.7	5	-3	3	3	5
Cc1ccn2cc(CNS(=O)(=O)c3ccc4ccccc4c3)nc2c1	2.4	7	6	-2	-0.2	1	7	2	-2	7
NNC(=O)c1ccc2[nH]c3c(c2c1)CCCC3	-0.8	0	9	3	1.2	15	1	-2	4	-9
O=c1c(-c2ccccc2)coc2c(CN3CCCC3)c(O)ccc12	-2.7	i	-1	0	67*	13	-8	2	10	-4
CC(=O)NC(Cc1ccc(F)c(F)c1)C(=O)NC1CCN(C(=O)c2ccc(Cl)cc2)CC1 (stereo not drawn)	1.1	2	1	-3	0.4	-11	10	3	-6	2

Source: PubChem BioAssay
